High-throughput results as filed in PubChem.
AID2073: disruptors of CaV2.2 binding to Mint1 – biochemical, HTRF (AID 2073); inhibition, % at 20 µM; hits with a dose series show IC50 in µM; HTRF protein-protein interaction, Mint1-CaV2.2; higher % means a stronger effect; 290,000 compounds, 0.19% hits; in the data active means inhibition mostly above about 51%, no sharp cut-off; inconclusive means no clear call, values can overlap the other calls; inactive means mostly below about 53%; further: some results filed as inactive read as strong as hits
NTR1 agonist: agonists of NTR1, primary screen, imaging, U2OS cells, beta-arrestin-GFP, high content (AID 493036); P30989; NTR1-U2OS beta-arrestin-GFP spot imaging, agonist mode; activation, % at 20 µM; 330,000 compounds, 0.17% hits;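 active means activation at or above 40% of the spot to cytoplasm intensity ratio, with at least 20 cells analyzed; inconclusive means wells under 20 cells, flagged as cytotoxic or low count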;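 further: 0% = DMSO without peptide and 100% = 100 nM NTR1 peptide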
Target sequence (P30989 whole entry, looked up): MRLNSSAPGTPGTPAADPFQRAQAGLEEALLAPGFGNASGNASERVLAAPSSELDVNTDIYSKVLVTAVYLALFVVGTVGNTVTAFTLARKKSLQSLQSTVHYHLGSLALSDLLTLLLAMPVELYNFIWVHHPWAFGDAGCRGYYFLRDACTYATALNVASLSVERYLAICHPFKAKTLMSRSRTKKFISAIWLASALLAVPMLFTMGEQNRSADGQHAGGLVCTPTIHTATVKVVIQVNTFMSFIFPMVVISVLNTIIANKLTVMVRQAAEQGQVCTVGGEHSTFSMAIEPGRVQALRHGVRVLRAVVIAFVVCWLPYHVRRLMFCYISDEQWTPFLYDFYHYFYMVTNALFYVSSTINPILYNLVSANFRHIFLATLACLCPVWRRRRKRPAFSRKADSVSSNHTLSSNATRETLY
WT yeast gro inh: growth inhibition of WT yeast, mitochondrial fusion screen | mitochondrial fusion phenotypic screen, WT strain | inhibition, % at 10 µM | 190,000 compounds, 2.1% hits | AID 1362; in the data active means inhibition above about 58%; tested in S. cerevisiae
K1F lysis inhibition: protection from phage-mediated lysis, alamar blue read-out – E. coli UTI89, K1F phage, bacterial capsule biogenesis inhibitors (AID 488966); E. coli UTI89 K1F phage lysis, alamar blue, 2 h; higher % means a stronger effect; one-dose inhibition, % at 100 µM; IC50 in µM for titrated hits; 340,000 compounds, 0.02% hits;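 active means phage lysis inhibition, versus mean bacterial control, above a set limit; inconclusive means no clear call, values can overlap the other calls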;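 further: capsule biogenesis inhibitors block K1F phage lysis so surviving cells raise fluorescence; higher fluorescence means more inhibition of phage lysis; actives were called in the ten point dose series up to 300 µM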
GPR35 antagonists: GPR35 antagonists blocking zaprinast-driven arrestin recruitment, primary screen, imaging, U2OS, beta-arrestin-GFP, zaprinast agonist (AID 2058) | U2OS GPR35 beta-arrestin-GFP translocation imaging, zaprinast antagonism; higher % means a stronger effect | one-dose inhibition, % at 10 µM; IC50 in µM for titrated hits | 290,000 compounds, 0.052% hits;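 active means inhibition of at least 50% with at least 30 cells and total cytoplasm GFP at most 10,000,000; inconclusive means under 30 cells or total GFP of 10,000,000 plus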
Autophagy mod: alters autophagy in cells; AID 463193; 190,000 compounds, 0.98% hits; MEF GFP-LC3 puncta imaging; test concentration mostly 10 µM; calls only at 10 µM (by protocol);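 active means percentage of spot-positive cells more than 3 SD above its plate mean, without a fluorescence outlier flag or 80% toxicity; inconclusive means no clear call, values can overlap the other calls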;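 further: spot-positive cell cutoff set from DMSO-treated cells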
Dengue-2 NS5 capping: Dengue-2 NS5 methyltransferase inhibitors, primary screen, biochemical, confirmation dose response (AID 588689); Dengue-2 NS5 methyltransferase capping enzyme assay, biochemical; higher % means a stronger effect; inhibition, % at 25 µM; hits with a dose series show IC50 in µM; 340,000 compounds, 0.3% hits; in the data active means a potency from the dose series; inconclusive means inhibition above about 29% without an active follow-up result
LYP phosphatase: inhibitors of LYP phosphatase, biochemical, fluorescence intensity, uHTS (AID 1779); recombinant LYP phosphatase, fluorescence intensity; higher % means a stronger effect; inhibition, % at 11.5 µM; hits with a dose series show IC50 in µM; 290,000 compounds, 0.054% hits; in the data active means inhibition above about 50%;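 further: plate controls were vehicle with enzyme for no effect and no enzyme for full effect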
RSV CPE inhibition: inhibition of RSV-induced cytopathic effect – HEp-2 cells, primary 10 µM value included (AID 2391); HEp-2 cells, RSV-induced CPE inhibition; higher % means a stronger effect; CPE inhibition, % at 10 µM; hits with a dose series show IC50 in µM; 310,000 compounds, 0.13% hits; in the data active means a potency from the dose series; inconclusive means CPE inhibition mostly from about 23% at the one dose, without a potency; inactive means the rest, 99 in 100 with CPE inhibition below about 21%; further: strong numbers were not always called active
WT yeast gro inh mutant strain: further read-out of WT yeast gro inh, marked with its call; inhibition, %; mitochondrial fusion phenotypic screen, mutant strain inhibition
Autophagy mod cell loss 18 h: recorded beside Autophagy mod, whose call it bears; toxicity, %; measured here: cell loss, nuclei count;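 cell loss after 18 h compound exposure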
NTR1 agonist cell count 20 µM: also measured in NTR1 agonist; calls as there; cell count; measured here: cell count, cytotoxicity flag
The depositor's hits bear a star; i = inactive; u = inconclusive; x = not tested or not shown; [ ] = remark or other dose. No enrichment for hits; 2.6% or so of the library scored in one or more.

smiles,Dengue-2 NS5 capping,K1F lysis inhibition,Autophagy mod,WT yeast gro inh mutant strain,AID2073,GPR35 antagonists,WT yeast gro inh,LYP phosphatase,RSV CPE inhibition,NTR1 agonist cell count 20 µM,Autophagy mod cell loss 18 h,NTR1 agonist
COc1ccc(OC)c(NC(=O)CC2C(=O)NCCN2C(=O)Nc2cccc(Cl)c2)c1 (centres undefined),0%,1.1%,i,4,3%,-7%,4,-5%,-2.4%,64,-16,-1.6
Cc1ccc(CS(=O)(=O)Cc2ccc(C(=O)NC3CC3)o2)cc1,-3%,0.2%,x,x,1%,-14%,x,-4%,u,61,x,0.2
CCOc1ccccc1CNCCO,-3%,0.3%,i,-8,0%,4%,-13,-8%,5.8%,94,-4,-0.1
O=C(NCc1ccccc1)c1onc(CSc2ccc(F)cc2)c1C(=O)NCCCN1CCOCC1,-6%,-1.1%,i,0,1%,-9%,1,-4%,0.0%,66,8,5.7
COc1ccc([C@@H]2C[C@H]3CN(c4ccccc4)C(=O)[C@]34CCCN24)c(OC)c1OC,-12%,0.1%,i,7,5%,10%,6,-7%,3.0%,93,-28,-0.8
Cc1ccc(OCn2c(=O)sc3ccccc32)cc1,-8%,-1.2%,i,-4,0%,1%,-13,3%,1.6%,47,-10,-0.5
Cc1cccc(NC(=S)NC(=O)c2cccs2)n1,-6%,4.0%,i,-9,4%,5%,1,-3%,x,68,-2,2.8
Cc1ccc(NC(=O)c2nc[nH]c2C(=O)N2CCCCC2)c(C(=O)c2ccccc2)c1,-14%,-0.2%,i,8,11%,-1%,0,-2%,1.5%,51,4,1.5
COC(=O)c1nnn(CC(=O)NC(=O)Nc2ccc(F)cc2)c1C(=O)OC,-6%,1.5%[50 µM],i,-20,-3%,-5%,-8,4%,1.6%,62,-3,2.8
CCc1cccc(NC(=O)c2cc(S(=O)(=O)N(C)C)ccc2N2CCCC2)c1,4%,0.1%,i,14,4%,10%,-19,-4%,0.7%,53,5,-0.8
N#Cc1nc(COc2ccc(F)cc2)oc1NCCCn1ccnc1,-7%,4.6%,i,-3,16%,5%,4,-9%,0.6%,77,3,-4.9
Cc1c(OCC(=O)NCCCN2CCOCC2)ccc2c(-c3ccccc3)cc(=O)oc12,0%,0.2%,x,x,9%,0%,x,-6%,-2.9%,48,x,0.3
Nc1nc(COC(=O)C2CC(=O)N(Cc3ccccc3Cl)C2)nc(Nc2ccccc2)n1 (centres undefined),-2%,0.0%[50 µM],x,x,x,x,x,x,0.1%,68,x,-1.0
Cc1ccnc(N2C(=O)c3ccccc3C2=O)c1,0%,0.2%,x,x,-6%,4%,x,-6%,3.5%,72,x,-0.3
Cc1ccc(C(=O)NCC(=O)NCc2cc(=O)n(C)c(=O)n2C)cc1,-5%,0.2%,x,x,-9%,6%,x,-12%,-0.5%,54,x,-0.4
COc1cccc(N2CCN(C3CC(=O)N(c4ccc(Cl)cc4)C3=O)CC2)c1 (centres undefined),4%,0.1%,i,-10,4%,-4%,-15,-9%,3.4%,47,-1,-0.9
Cn1nc(C(F)(F)F)c2cc(C(=O)Nc3ccc(Cl)cc3)sc21,-8%,0.2%,i,47*,25%,6%,74*,8%,39%,52,-2,13
Nc1n[nH]c2c1C1(CCCCC1)Cc1ccccc1-2,-8%,0.2%,i,4,17%,15%,-5,-1%,2.6%,83,0,-0.3
COc1ccc(S(=O)(=O)N2CCC(C(=O)Nc3cccc(C(C)=O)c3)CC2)cc1C,-6%,-1.9%,i,28,-8%,-7%,9,-1%,0.9%,80,0,0.8
CCCCNC(=S)NNC(=O)c1csc2c1CCC(C)C2 (centres undefined),-9%,2.1%,i,13,-16%,0%,-9,-3%,0.7%,61,-29,-0.7
C/C(=N\NC(=O)c1cc(Cl)ccc1O)c1ccc(Br)s1,3%,4.8%,i,7,24%,-13%,-6,-6%,1.9%,35,-7,16
O=C(N/N=C/c1ccc(N2CCOCC2)c([N+](=O)[O-])c1)c1ccc(F)cc1,-3%,0.2%,i,-9,-4%,-2%,2,0%,9.4%,95,-2,3.3
Cc1ccccc1C(=O)NC(NCC1CCCO1)C(Cl)(Cl)Cl (centres undefined),-8%,0.0%,i,3,-9%,11%,-7,-8%,0.8%,41,-17,1.9
COc1cccc(NC(=S)N2CCC(NC(=O)C3CCCCC3)CC2)c1,-9%,0.2%,x,x,-19%,6%,x,1%,0.2%,50,x,7.9
Cc1ccc(-c2c(C(=O)NC(C)C)oc(=O)c3ccccc23)cc1,-7%,0.0%,i,19,-5%,12%,0,-4%,0.2%,87,-7,0.3
Fc1ccc(CSc2nnc(-c3ccncc3)o2)cc1,1%,1.0%,i,14,8%,4%,10,-7%,4.0%,31,-3,0.6
CC(=O)c1cccc(Nc2c3c(nc4ccccc24)CCC3)c1,0%,0.2%,x,x,10%,4%,x,-7%,-0.8%,96,x,1.7
CC1COc2ccccc2N1C(=O)c1ccc(Cl)cc1 (centres undefined),-3%,-0.2%,x,x,43%,1%,x,-13%,1.0%,91,x,-0.1
O=C(NCCCN1CCOCC1)c1ccc(CS(=O)(=O)c2ccc(Br)cc2)o1,-1%,2.5%,i,-2,2%,20%,8,-8%,-0.8%,58,-10,-1.0
CC(C)[C@H](NC(=O)c1cc2cc(Cl)ccc2n1C)C(=O)N[C@@H](C(=O)O)c1ccccc1,0%,0.2%,x,x,17%,-6%,x,-1%,1.1%,84,x,-1.0
Cn1c(=O)oc2cc(S(=O)(=O)NCCC(=O)N3CCN(c4ccccc4F)CC3)ccc21,-8%,1.5%,x,x,12%,4%,x,-2%,1.7%,52,x,-1.2
CC1=CC(=C(C#N)C#N)C=C(C)N1CCN1CCN(C(=O)Nc2cccc(Cl)c2)CC1,2%,0.1%,i,-13,11%,-2%,-1,-1%,2.7%,95,1,-0.2
Cc1ccc2cccc(OC(=O)/C=C\c3ccccc3)c2n1,0%,0.5%,i,1,8%,1%,-12,-6%,-1.2%,47,3,2.0
CCCOc1ccc(C(=O)Nc2ccc(S(=O)(=O)Nc3cc(C)nc(C)n3)cc2)cc1,-1%,-0.2%[50 µM],x,x,5%,-2%,x,-9%,9.4%,50,x,0.0
COc1ccc(-c2nn(C)c(=O)c3ccccc23)cc1CNS(C)(=O)=O,4%,1.3%,i,-6,5%,-12%,-13,4%,0.0%,44,-4,-1.3
CC(C)C(=O)Nc1nnc(S(=O)(=O)N(C)c2ccc(Cl)cc2)s1,-3%,0.1%[50 µM],x,x,0%,1%,x,1%,1.9%,97,x,1.3
Cc1ccc(SCCC(=O)N2CCOCC2)cc1,-1%,7.1%,i,-27,4%,-16%,-3,-3%,-0.3%,41,0,-0.3
COC1=C(Nc2ccc(O)cc2)C(=O)c2ccccc2C1=O,5%,-0.9%[50 µM],i,9,-18%,-14%,22,-4%,0.2%,55,9,-1.0
O=C(COC(=O)c1ccc2c(c1)OCO2)NCc1ccc(Cl)cc1,2%,1.4%,i,-1,-2%,4%,8,-4%,0.0%,91,5,-4.7
N#Cc1ccccc1OCC(=O)N1CCc2ccccc2C1,-6%,1.5%,i,10,6%,-1%,-13,-6%,1.0%,31,8,1.1
COC(=O)C(CC(C(=O)OC)C(=O)OC)C(=O)OC,-1%,0.4%,i,12,18%,-3%,-3,-2%,0.5%,58,-2,-1.1
CCOC(=O)CSc1nnc(CCCCCN2C(=O)c3cccc4cccc(c34)C2=O)o1,-1%,0.2%,i,4,34%,x,0,-4%,-0.1%,74,-17,1.3
C=C(C)CNC(=S)NNC(=O)c1ccco1,-4%,0.7%[50 µM],i,0,-18%,13%,9,-3%,0.7%,40,-11,1.0
O=c1[nH]cc(S(=O)(=O)c2ccccc2)[nH]1,0%,-1.7%,i,0,4%,4%,-10,-9%,-1.9%,87,-5,-1.9
COCCN1C(=O)c2cc(C(=O)Nc3cccc(F)c3)ccc2C1Nc1cccc(F)c1 (centres undefined),0%,4.0%,i,-6,0%,8%,-9,-2%,2.3%,49,15,-1.6
COc1cccc(C2c3c(oc4ccccc4c3=O)C(=O)N2CCCN2CCOCC2)c1 (centres undefined),-1%,9.1%,i,-6,4%,-7%,3,2%,0.8%,58,15,4.3
Cc1ccc(NC(=O)CCC(=O)N/N=C/c2coc3ccc(F)cc3c2=O)cc1,4%,-0.8%[50 µM],x,x,x,x,x,x,2.0%,52,x,0.7
Cc1ccc(/C=C/C(=O)O)cc1S(=O)(=O)N1CCc2ccccc21,-1%,-0.2%,x,x,15%,1%,x,-5%,1.1%,96,x,0.1
O=C(O)CC(C(=O)Nc1ccc(Cl)cc1)N1CCCCCC1 (centres undefined),2%,0.2%,x,x,14%,1%,x,-6%,0.8%,55,x,-1.0
CCOC(=O)c1c(NC(=O)CSc2ncn[nH]2)sc(C(C)=O)c1C,-3%,0.0%,x,x,11%,-15%,x,-7%,4.6%,66,x,2.2
O=C(NCc1ccccc1)NC1CCCCC1,-2%,6.5%,i,1,-8%,6%,1,-4%,0.0%,31,-8,-1.2
CCOC(=O)N1CCN(Cc2nc3c(c(=O)n(C)c(=O)n3C)n2Cc2cccc(C)c2)CC1,5%,0.2%,i,14,6%,10%,-1,-4%,0.3%,76,1,1.1
O=C(c1cc2ccccc2c(=O)o1)N1CCCc2ccccc21,8%,0.5%,i,-5,-2%,1%,1,-10%,2.7%,50,-15,0.2
CN1CCc2c(n(CC(O)CN3C(=O)c4ccccc4S3(=O)=O)c3ccccc23)C1=O (centres undefined),-8%,-0.1%,i,8,-2%,-1%,1,-8%,x,x,1,x
CC1CCCCN1CCNc1nc(=S)[nH]c2ccccc12 (centres undefined),-14%,-1.8%,i,-19,-41%,4%,-33,-2%,-0.7%,84,-1,1.1
Cc1ncc([N+](=O)[O-])n1CCOC(=O)Nc1ccc(Cl)c(Cl)c1,-6%,0.9%,i,-13,-3%,9%,-2,-3%,13%,91,-18,-0.9
